WT yeast gro inh = growth inhibition of WT yeast, mitochondrial fusion screen; mitochondrial fusion phenotypic screen, WT strain; inhibition, % at 10 µM; hit rate 2.1% among 190,000; in the data active = inhibition above about 58%; tested in S. cerevisiae
West Nile antiviral = West Nile virus antiviral activity, cell-based, CPE readout (AID 1621). CPE inhibition, % at 10 µM; hits with a dose series show IC50 in µM. West Nile virus-infected cells, CPE inhibition; higher % means a stronger effect. hit rate 0.02% among 290,000; in the data active = a potency from the dose series; inconclusive = CPE inhibition mostly from about 3.7% at the one dose, without a potency; inactive = the rest, 99 in 100 with CPE inhibition below about 2.2%; note: strong numbers were not always called active
Large T inhibition = TAg ATPase/helicase activity blockers – biochemical (AID 1903) | SV40 large T antigen ATPase/helicase inhibition assay; higher % means a stronger effect | one-dose inhibition, % at 20 µM; IC50 in µM for titrated hits | hit rate 0.39% among 310,000; in the data active = a potency from the dose series; inconclusive = inhibition mostly from about 32% at the one dose, without a potency; inactive = the rest, 99 in 100 with inhibition below about 32%; note: strong numbers were not always called active
Yfh1-off respiration = enhancers of respiration in Yfh1-depleted yeast, dose response, Friedreich's ataxia, plus single-dose screen (AID 1465). S. cerevisiae Yfh1-off respiration, WST-1 reduction, 72 h; higher fold induction means a stronger effect. fold induction at 50 µM, or EC50 in µM where a hit was titrated. hit rate 0.074% among 220,000;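 active = fold induction of absorbance versus untreated yeast above a set limit, then at least 30% activation at any dose in follow-up; inconclusive = repeats straddling the limit, or above it without dose testing; inactive = fold induction below the set limit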;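 note: activators that raise dye reduction in frataxin-depleted yeast; strong numbers were not always called active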
Dengue-2 NS5 capping = Dengue-2 NS5 methyltransferase inhibitors, primary screen, biochemical, confirmation dose response (AID 588689); Dengue-2 NS5 methyltransferase capping enzyme assay, biochemical; higher % means a stronger effect; one-dose inhibition, % at 25 µM; IC50 in µM for titrated hits; hit rate 0.3% among 340,000; in the data active = a potency from the dose series; inconclusive = inhibition above about 29% without an active follow-up result
CSM14.1 death rescue = protection against thapsigargin-triggered cell killing – 384-well, CSM14.1, ATP luminescence, primary screen (AID 1222). CSM14.1 thapsigargin-induced death rescue, ATP luminescence; higher % means a stronger effect. one-dose cellular ATP content (survival), % at 20 µM; EC50 in µM for titrated hits. 190,000 tested, under 10 active;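 active = EC50 below 50 µM in the dose-response confirmation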;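 note: death triggered by thapsigargin at about 15 µM added after 2 h compound pretreatment; cell ATP read after overnight thapsigargin exposure of roughly 18 to 22 hours; normalized against plate controls of thapsigargin alone and 5% DMSO vehicle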
RSV antiviral HEp-2 = RSV antiviral activity via CPE protection, HEp-2 cells, primary 10 µM value included (AID 2391). HEp-2 cells, RSV-induced CPE inhibition; higher % means a stronger effect. CPE inhibition, % at 10 µM, or IC50 in µM where a hit was titrated. hit rate 0.13% among 310,000; in the data active = a potency from the dose series; inconclusive = CPE inhibition mostly from about 23% at the one dose, without a potency; inactive = the rest, 99 in 100 with CPE inhibition below about 21%; note: strong numbers were not always called active
UTI89 phage lysis = inhibition of K1F phage lysis, E. coli UTI89, bacterial capsule biogenesis inhibitors, alamar blue (AID 488966). E. coli UTI89 K1F phage lysis, alamar blue, 2 h; higher % means a stronger effect. inhibition, % at 100 µM; hits with a dose series show IC50 in µM. hit rate 0.02% among 340,000;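 active = phage lysis inhibition, versus mean bacterial control, above a set limit; inconclusive = no clear call, values can overlap the other calls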;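 note: capsule biogenesis inhibitors block K1F phage lysis so surviving cells raise fluorescence; higher fluorescence means more inhibition of phage lysis; actives were called in the ten point dose series up to 300 µM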
XIAP antagonists = XIAP antagonists, biochemical, IAP family, fluorescence polarization (AID 1018); one-dose displacement, % at 20 µM; IC50 in µM for titrated hits; hit rate 0.007% among 200,000; XIAP BIR domain, fluorescence polarization peptide displacement; higher % means a stronger effect; in the data active = displacement above about 50%; note: a part of the inactive calls stands beside numbers as strong as those of hits
WT yeast gro inh mutant strain = further read-out of WT yeast gro inh, marked with its call; inhibition, %; mitochondrial fusion phenotypic screen, mutant strain inhibition
Dengue-2 NS5 capping pilot replicate = also measured in Dengue-2 NS5 capping; calls as there; inhibition, %; measured here: pilot screen replicate inhibition
An asterisk follows results filed as active; i = inactive; u = inconclusive; x = not tested or not shown; & = joins results of further samples; [ ] = another dose, or the depositor's remark.

SMILES	WT yeast gro inh	WT yeast gro inh mutant strain	West Nile antiviral	Large T inhibition	Yfh1-off respiration	Dengue-2 NS5 capping	CSM14.1 death rescue	RSV antiviral HEp-2	UTI89 phage lysis	XIAP antagonists	others
O=C1N(Cc2cccnc2)C[C@@H]2C[C@@H](c3cccc(Oc4ccccc4)c3)N3CCC[C@@]123	x	x	-1.3%	6%	i	5%	x	1.7%	0.2%	x
[O-][n+]1c2c(nn1-c1ccc(Cl)c(Cl)c1)-c1nonc1CC2	38	7	-0.3%	2%	i	x	-0.5%	1.9%	0.2%	0.7%
O=C(O)/C=C/c1cn(Cc2ccccc2Cl)nc1-c1ccccc1	x	x	0.6%	19%	i	-7%	x	2.4%	-0.5%	x
CCOC(=O)c1ccc(COC(=O)CNC(=O)CNC(=O)c2ccc(OC)cc2)o1	13	20	0.5%	10%	i	-1%	x	0.7%	0.5%	0.1%
N#Cc1cc(Cl)c(NCC2CCCO2)cc1C#N (stereo unspecified)	x	x	-0.5%	-3%	x	-2%	x	38%	0.1%	x
COCCc1ccc(OCC(O)CNC(C)C)cc1 (stereo unspecified)	-9	-24	0.2%	3%&-1%	i	-2%&-2%&-1%	-2.7%	-1.0%&-1.2%	-0.7%&4.1%&2.8%	-5.9%
Cc1nn(Cc2ccc(Cl)c(Cl)c2)c(C)c1NC(=O)c1sc2ccccc2c1Cl	8	3	1.4%	5%	i	0%	-2.6%	5.0%	4.9%	-32%
O=C(Nc1ccccc1N1CCCC1)C1CC(=O)N(Cc2ccccc2)C1 (stereo unspecified)	x	x	x	21%	x	1%	x	-0.9%	1.1%[50 µM]	x
COc1cc2nc(CC(C)C)n(NC(=O)c3ccccc3)c(=O)c2cc1OC	-10	2	-0.9%	0%	i	-7%	0.2%	-1.3%	2.9%	-34%
Nc1nn(-c2ccccc2)c(N)c1N=Nc1cccc(F)c1	x	x	-0.3%	15%	i	x	x	0.3%	x	x
Cc1cc(C#N)c(SCC(N)=O)nc1-c1ccc(F)cc1	-9	1	1.2%	17%	i	-9%	-0.9%	2.2%	1.4%	-4.7%
O=C1c2ccccc2C(=O)N1Cc1cnc(N2CCN(c3ccccc3)CC2)s1	9	3	-0.9%	u	i	-3%	-0.7%	4.8%	5.0%	-2.5%
COc1cccc(/C=N/c2nc3ccccc3[nH]2)c1O	x	x	-1.0%	6%	x	-7%	x	1.4%	0.5%	x
Cc1ccc(-c2csc(CC(N)=O)n2)cc1	-2	0	-0.7%	4%	i	-1%	-0.4%	1.8%	0.9%	-1.1%
O=[N+]([O-])c1ccc(N2CCOCC2)cc1NCc1ccccc1	-18	-1	0.1%	5%	i	-4%	-1.7%	0.4%	0.2%	2.3%
CCN(C(=O)c1cc2cc(OC)ccc2oc1=O)c1cccc(C)c1	10	-34	0.0%	9%	i	-5%	2.5%	0.8%	5.5%	-4.7%
C=CCN1C(=O)c2ccc(C(=O)OCC(=O)N3CCN(c4ccccc4)CC3)cc2C1=O	x	x	x	21%	x	-7%	x	-0.3%	-0.3%[50 µM]	x
COc1ccc(C)cc1S(=O)(=O)Nc1ccc2c(c1)N(C(C)=O)CCC2	x	x	x	6%	x	7%	x	11%	1.3%[50 µM]	x
O=C(COC(=O)c1cc(S(=O)(=O)N2CCCCC2)ccc1N1CCOCC1)c1ccc(F)cc1	x	x	x	12%	x	1%	x	0.5%	1.0%[50 µM]	x
O=C(NCCc1c[nH]c2ccccc12)C(=O)NCC1OCCN1S(=O)(=O)c1cc(F)ccc1F (stereo unspecified)	x	x	0.0%	8%	i	-2%	x	1.9%	0.1%[50 µM]	x
CCOC(=O)N1CCN(c2c(N3CCN(c4cccc(C)c4C)CC3)c(=O)c2=O)CC1	-13	-6	0.3%	8%	i	-6%	1.0%	x	-1.8%	-0.6%
O=C(Nc1sc2c(c1CN1CCOCC1)CCC2)c1ccc(F)cc1	14	4	-1.3%	15%	i	-8%	-0.8%	2.1%	-0.1%	6.9%
CCC(C)N=Cc1c(Nc2ccccc2)nc2c(C)cccn2c1=O (stereo unspecified)	x	x	0.1%	5%	i	-3%	x	5.7%	-0.2%	x
Cc1cc(=O)oc2cc(OCCSCCN3CCOCC3)ccc12	4	5	-0.2%	6%	i	-7%	-1.4%	0.5%	0.1%	-7.3%
Cn1cccc1Cc1nnc(SCC(=O)NCC2CCCO2)n1C (stereo unspecified)	16	8	0.0%	24%	i	-3%	-6.8%	1.9%	0.2%	-5.2%
Next results.
SMILES	WT yeast gro inh	WT yeast gro inh mutant strain	West Nile antiviral	Large T inhibition	Yfh1-off respiration	Dengue-2 NS5 capping	CSM14.1 death rescue	RSV antiviral HEp-2	UTI89 phage lysis	XIAP antagonists	others
CCC1CCCCN1CCCNC(=O)c1ccc2c(c1)c(C)c(C)n2CC (stereo unspecified)	x	x	-0.5%	10%	x	-8%	x	-1.1%	0.1%	x
CCN(CC)c1ccc(NC(=O)c2ccco2)c(C)c1	1	-12	-1.4%	38%	i	-2%	-1.8%	-0.1%	4.1%	0.9%
O=C(CCCn1cnc([N+](=O)[O-])n1)Nc1cccc2ccccc12	-5	-15	-0.2%	6%	i	0%	-1.2%	0.9%	-1.1%[50 µM]	-7.9%
CCN1CCN(c2ccc(S(=O)(=O)N3CCOCC3)cc2NC(=O)/C=C/c2ccc(OC)c(OC)c2)CC1	x	x	x	6%	x	-4%	x	-0.8%	0.1%	x
COc1ccc(NC(=O)C(=O)N/N=C(\C)CC(=O)Nc2cc(C)ccn2)c(OC)c1	x	x	0.3%	8%	i	-3%	x	x	-0.3%	x
COc1cccc(NC(=O)C(=O)NCCCn2ccnc2)c1	16	-2	-0.4%	6%	i	-2%	0.3%	-0.3%	0.3%	-5.4%
O=C(NCc1ccccc1OC(F)(F)F)C1CCC(=O)N(Cc2ccccn2)C1 (stereo unspecified)	x	x	0.3%	11%	x	7%	x	-1.1%	0.9%	x
COc1ccccc1NC(=O)CSc1nnnn1C	12	2	-0.5%	-4%	i	-4%	-0.6%	0.9%	0.8%	-2.8%
Cc1c(C(=O)NC2CCCCC2C)oc2ccccc12 (stereo unspecified)	x	x	0.4%	12%	x	-3%	x	1.5%	0.3%	x
O=C(NC1CCCCC1)C(c1ccccc1)N(C(=O)c1cccs1)c1ccc2c(c1)OCO2 (stereo unspecified)	7	38	-1.0%	20%	i	1%	-1.6%	3.5%	0.2%	-3.6%
COc1ccc(CNc2cc([N+](=O)[O-])ccc2OC)cc1	-12	-30	0.3%	12%	i	-3%	0.6%	1.4%	3.5%	-5.7%
CCOC(=O)Cc1cc(=O)n2[nH]c(C)cc2n1	11	18	0.3%	16%	i	-11%	-1.8%	1.3%	2.1%	-1.8%
CC(=O)c1cc(C(C)=O)c(C)nc1C	4	2	0.3%	8%	i	-2%	-0.6%	-0.6%	-0.1%	-4.2%
CC1CCN(Cc2c(C(=O)N/N=C/c3ccc(C(C)C)cc3)nnn2-c2nonc2N)CC1	x	x	u	-3%	x	3%	x	1.1%	-1.2%	x
CC(=O)c1c(C)[nH]c(C(=O)CSc2nnc(-c3ccccc3)o2)c1C	-7	-8	-0.2%	3%	i	-4%	-2.2%	-0.7%	-0.3%	-21%
Cc1ccccc1S(=O)(=O)c1c(C)cc(C)n(C)c1=O	-6	-23	x	2%	i	-12%	x	0.7%	5.6%	-8.2%
O=C(COC(=O)/C=C/c1cccc(F)c1)Nc1ccc(Cl)cn1	4	-2	-0.1%	10%	i	-6%	-2.7%	0.8%	0.1%	-6.2%
O=[N+]([O-])c1cccnc1NCCNc1ncc(C(F)(F)F)cc1Cl	16	-1	-0.4%	15%	i	-9%	3.3%	19%	0.0%	2.2%
COC(=O)c1ccc(COc2cccc3c2OC(C)(C)C3)cc1	x	x	-0.1%	15%	x	1%	x	3.2%	0.2%[50 µM]	x
O=C(NC1CCCc2ccccc21)c1ccc(CNc2c(N3CCOCC3)c(=O)c2=O)cc1 (stereo unspecified)	14	1	0.0%	4%	i	-3%	1.2%	1.7%	-1.1%	-4.5%
c1cc(-c2cn(C[C@H]3CC[C@@H]([C@@H]4CC[C@H](Cn5cc(-c6ccsc6)nn5)O4)O3)nn2)cs1	x	x	-1.5%	18%	x	-2%	x	6.0%	-0.6%	x
CN(C)c1ccc(/C=N/n2ncc3ccccc32)cc1	x	x	-0.1%	-3%	i	-3%	-5.2%	u	0.0%	-10%
C/C(=N\N1C(=O)c2ccccc2NC1c1ccccc1)c1ccccc1O (stereo unspecified)	-6	13	-0.6%	9%	i	6%	-0.3%	-0.1%	0.1%	-6.1%
O=C1CN(C(=O)COc2ccccc2)c2ccccc2N1	x	x	-0.2%	2%	x	-6%	x	-0.4%	0.0%	x
CCc1nnc(NC(=O)c2cc(OC)c(OC)cc2[N+](=O)[O-])s1	7	-1	-0.5%	10%	i	-6%	-1.3%	2.5%	-2.1%	-3.2%
CCOC(=O)c1c(C)nc2c3ccccc3ccn12	6	23	-0.1%	5%	i	-2%	-3.8%	19%	4.2%	0.3%
Cc1cc(C(=O)COc2cccc(-n3cnnn3)c2)c(C)n1-c1ccccc1	56	-15	1.0%	6%	i	-1%	1.5%	4.6%	0.2%	-3.2%	Dengue-2 NS5 capping pilot replicate=2.1
O=C(c1cc(-c2ccc(O)cc2)on1)N1CCCC1	x	x	-0.4%	27%	x	-3%	x	1.0%	1.8%	x
